HttQ103 aggreg – reduces HttQ103-GFP aggregates in PC12 cells; PC12 HttQ103-GFP aggregates, Acumen cytometry, 40 h; Potency, µM (top dose mostly 46.1 µM), without a hit: at the highest dose activity change, negative = inhibition, most hits filed as inhibitors; hit rate 1.1% among 220,000; AID 1688; further: potency means the concentration at half of the fitted maximal effect; on the % scale 0 is the no-effect control and ±100 the full control effect; nearly all actives have a fitted effect of over 60% in size
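PC12/HTTQ103-GFP, ecdysone-inducible; teb 100 nM; cpd qHTS titration; GFP aggregates read on laser cytometer, Ex 488/Em 500-530 nm.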
NPSR antagonist – antagonists of human neuropeptide S receptor cAMP signaling; Q6W5P4; CHO-NPSR cells, cAMP TR-FRET, antagonist mode; Potency, µM (highest dose often 38.3 µM), for the others: at the top dose activity change, negative = inhibition, most hits filed as inhibitors; hit rate 1% among 220,000; AID 1461; further: potency means the concentration at half of the fitted maximal effect; on the % scale 0 is the no-effect control and ±100 the full control effect; nearly all actives have a fitted effect of over 50% in size; many of its hits are not listed in these tables
Target sequence (Q6W5P4 whole entry, looked up): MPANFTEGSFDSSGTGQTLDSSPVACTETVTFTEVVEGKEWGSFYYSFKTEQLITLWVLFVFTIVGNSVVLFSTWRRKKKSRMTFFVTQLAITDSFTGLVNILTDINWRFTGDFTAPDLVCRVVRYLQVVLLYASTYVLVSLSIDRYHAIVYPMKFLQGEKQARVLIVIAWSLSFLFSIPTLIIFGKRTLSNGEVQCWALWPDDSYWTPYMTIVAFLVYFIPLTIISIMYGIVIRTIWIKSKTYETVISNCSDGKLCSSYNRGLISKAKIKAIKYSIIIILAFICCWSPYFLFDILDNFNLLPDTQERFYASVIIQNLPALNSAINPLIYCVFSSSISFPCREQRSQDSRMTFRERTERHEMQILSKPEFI
Lamin A splicing – changes lamin A minigene splicing in HeLa cells. HeLa LMNA splicing GFP/RFP minigene ratio, 48 h. hit rate 0.01% among 200,000. Potency, µM (highest dose often 46.1 µM), for the others: at the top dose ratio change, negative = inhibition, actives largely listed as inhibitors; active means well fitted inhibition curve with a large enough effect in the signal ratio, with a control signal flat, not every such curve was filed as active; inconclusive means small, poorly fitted or top-dose-only effect, or effect the other way, or a change in a side signal; the % refers to the signal ratio; further: potency means the concentration at half of the fitted maximal effect; on the % scale 0 is the no-effect control and ±100 the full control effect
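S3 HeLa cells stably expressing lamin A-EGFP splicing minigene plus DsRed2, 600 cells/well, 48 h compound exposure at 37C. Laser-scanning cytometry; analysed as GFP (500-530 nm)/RFP (575-640 nm) total intensity ratio; 0.5% DMSO vehicle.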
KinaseGlo FLuc – counter-screen: inhibitors of Kinase-Glo firefly luciferase | hit rate 0.28% among 200,000 | Potency, µM (series often up to 38.3 µM), without a hit: top-dose activity change, negative = inhibition, hits mostly inhibitors | Q27757 | Kinase-Glo luciferase, ATP luminescence, 8 min; further: potency means the concentration at half of the fitted maximal effect; on the % scale 0 is the no-effect control and ±100 the full control effect; nearly all actives have a fitted effect of over 60% in size
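Inhibition of Kinase-Glo luciferase light generation was assessed at 10 uM ATP in pH 7.2 imidazole buffer, with luminescence measured after eight minutes at ambient temperature.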
IMPase Li inh – cell-permeable IMPase inhibitors with lithium potentiation; hit rate 0.35% among 210,000; CHO-M1 cells, IP1 TR-FRET (IP-One), carbachol + lithium; Potency, µM (top dose mostly 59.4 µM), without a hit: top-dose activity, negative = IMPase inhibition, actives largely listed as inhibitors;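 further: IP1 builds up when IMPase is blocked and the TR-FRET signal falls; potency means the concentration at half of the fitted maximal effect; plate controls were basal vehicle for no effect and high inhibitor control for full effect; nearly all actives have a fitted effect of over 50% in size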
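CHO cells stably expressing M1 receptor (2000/well, cultured 16–30 h) treated 30 min at 37C with compound plus low lithium. Cytosolic IP1 by TR-FRET (665/620 ratio and 620 channel) after 10 min lysis; AC50 by Hill fit.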
CBFb RUNX1 block – blocks binding between human CBF-beta and RUNX1; Q01196+Q13951; AlphaScreen CBFb-His/RUNX1-biotin binding, biochemical; Potency, µM (highest dose often 59.8 µM), for the others: at the top dose activity, negative = inhibition, actives largely listed as inhibitors; 230,000 tested, under 10 active; further: % of control where 0% means no effect
Target sequence (Q01196 whole entry, looked up): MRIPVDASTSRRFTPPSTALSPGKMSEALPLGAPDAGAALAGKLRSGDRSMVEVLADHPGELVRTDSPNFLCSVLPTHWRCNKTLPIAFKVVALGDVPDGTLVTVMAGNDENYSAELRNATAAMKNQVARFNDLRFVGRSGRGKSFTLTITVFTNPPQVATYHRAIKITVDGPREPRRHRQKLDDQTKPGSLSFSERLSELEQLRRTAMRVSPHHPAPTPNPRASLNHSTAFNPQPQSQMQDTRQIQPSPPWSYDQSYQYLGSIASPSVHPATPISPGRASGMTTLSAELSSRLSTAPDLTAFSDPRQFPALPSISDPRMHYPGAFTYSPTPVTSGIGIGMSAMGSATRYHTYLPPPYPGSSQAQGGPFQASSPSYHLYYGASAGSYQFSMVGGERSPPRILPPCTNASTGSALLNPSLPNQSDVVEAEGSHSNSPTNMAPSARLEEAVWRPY
Target sequence (Q13951 whole entry, looked up): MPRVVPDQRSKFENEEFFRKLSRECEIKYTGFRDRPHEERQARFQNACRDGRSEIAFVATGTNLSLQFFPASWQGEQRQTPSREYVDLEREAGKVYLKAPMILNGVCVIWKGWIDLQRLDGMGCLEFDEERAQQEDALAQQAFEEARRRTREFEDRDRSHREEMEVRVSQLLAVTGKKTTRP
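AlphaScreen binding: CBFb-His and RUNX1-biotin (30 nM each) preincubated 20 min, compound added for 15 min, then nickel and streptavidin beads for 90 min, all at room temperature. Disruption of the interaction by any mechanism counts as activity.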
Epigenetic reg – derepresses silenced GFP reporter in murine cells; murine LDR cells, GFP reporter derepression, 30 h; Potency, µM (series often up to 53.9 µM), without a hit: at the highest dose GFP activation, hits mostly activators; hit rate 0.2% among 280,000; AID 1865; further: potency means the concentration at half of the fitted maximal effect; % of control where 0% means no effect; nearly all actives have a fitted effect of over 60% in size
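In this reporter-derepression format, murine cells bearing a silenced integrated CMV-GFP locus incubate with test compound (30 h, 37 C), then are washed and imaged; fluorescent objects of 20–120 um count as induced cells.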
* = called active by the depositor; ? = inconclusive; / = not tested or not shown; [ ] = remark or other dose. Unless noted, the call rests on the fitted dose curve; in most records, active means well fitted curve in the direction sought with a large enough effect; inconclusive means small, poorly fitted or top-dose-only effect, or another doubt; inactive means no such curve, though single readings can be large; an effect the other way counts as inactive or inconclusive. This is a subset (hit frequency here may not be typical).

compound | HttQ103 aggreg | NPSR antagonist | Lamin A splicing | KinaseGlo FLuc | IMPase Li inh | CBFb RUNX1 block | Epigenetic reg
COc1ccccc1N1CCN(C(=O)CN(C)S(=O)(=O)c2cc(C)ccc2OC)CC1 | -7%[9.22 µM] | 16% | 5%[46 µM] | -2% | 8% | 2% | -5.6%
CC(C)(C)n1nnnc1C(c1cccnc1)N1CCN(C2CCCCC2)CC1 (stereo not drawn) | 3% | 4%[46.1 µM] | 4% | -1% | -7%[38.3 µM] | -2% | -0.8%
NC(=O)Cc1cn(-c2ncc(C(F)(F)F)cc2Cl)c2ccccc12 | -7% | -2%[46.1 µM] | -3% | 18% | 19%[38.3 µM] | 3% | 4.2%
CC(C)CNC(=O)c1cccc(C(=O)NCC(C)C)c1 | -17% | -6%[46.1 µM] | -4% | 0% | 5%[38.3 µM] | -5% | 0.0%
Cc1c(Cl)cccc1NC(=O)CSCc1cc(=O)[nH][nH]1 | 5% | -4%[46.1 µM] | 4% | -1% | 22%[38.3 µM] | -5% | 0.0%
O=S(=O)(c1cccc2c(S(=O)(=O)N3CCCC3)cccc12)N1CCCC1 | -2% | -21%[46.1 µM] | -11% | 0% | 12%[38.3 µM] | 5% | 1.6%
O=[N+]([O-])c1c(NCCO)cc(Sc2nc3ccccc3s2)c2nonc12 | ? | 10µM* | ? | 1% | 34%[activator][38.3 µM] | -2% | ?
N#Cc1c(F)cccc1N1CCOCC1 | 0% | 1%[46.1 µM] | 0% | -1% | 3%[38.3 µM] | 15% | 0.9%
C=C(Cl)COc1ccc2c(CC)cc(=O)oc2c1 | -1% | -16%[46.1 µM] | ? | 9% | -5%[38.3 µM] | 4% | -0.9%
COc1ccc(C(=O)NCc2cc(C)nc3ccccc23)cc1OC | 14% | 13% | 26%[9.22 µM] | 1% | -1% | 24% | -2.4%
Cn1c(=O)c2c(nc(CN3CCOCC3)n2CCCc2ccccc2)n(C)c1=O | -21% | -4%[46.1 µM] | -5% | -1% | -1% | -6% | 1.0%
N#Cc1ccccc1Sc1ccccc1C(=O)Nc1ccc(Br)cc1 | ? | -29%[46.1 µM] | ? | 3% | 22%[38.3 µM] | 17% | -2.3%
CCCCCCOC(=O)Cc1c(C)nc(-c2ccccc2)[nH]c1=O | -17% | 3%[46.1 µM] | -3%[0.0737 µM] | 6% | -2%[38.3 µM] | 1% | -1.8%
CCOc1ncccc1C(=O)OCc1ccc(C(=O)OC)o1 | 7% | -7%[46.1 µM] | ? | -7% | -13%[38.3 µM] | 3% | -1.1%
CCOC(=O)COc1ccc2c(c1)C(=O)CC1(CCCCC1)O2 | 8% | -17%[46.1 µM] | 0% | -5% | -11%[38.3 µM] | 11% | 0.1%
C/C(Cn1cnc([N+](=O)[O-])n1)=N/NC(=O)COc1c(Cl)cc(Cl)cc1Cl | 31% | 20% | -11% | -1% | -5% | -5% | -1.6%
COC(=O)c1ccc(CSc2nc3c(c(=O)n2-c2ccc(F)cc2)SCC3)o1 | -3% | -11%[46.1 µM] | 7% | 0% | 12% | -15% | -1.0%
O=P(O)(COc1ccccc1)COc1ccccc1 | -7% | -5%[46.1 µM] | 9% | 3% | -10%[38.3 µM] | 1% | -1.1%
CN(C)/C=C/C(=O)c1cnc(-c2cccc(Cl)c2)s1 | -5% | -6% | / | 2% | -2% | 1% | 1.5%
O=C(CCN1C(=O)c2ccccc2S1(=O)=O)Nc1nc2c(s1)CCCC2 | 24% | -7%[46.1 µM] | -2% | -2% | 14%[38.3 µM] | -2% | -2.2%
O=C(NCCCN1CCOCC1)C(=O)N/N=C/c1cccc2ccccc12 | 3%[9.22 µM] | -13% | / | / | / | 4% | 1.1%
CCCCOC(=O)CSc1n[nH]c(=O)[nH]c1=O | -9% | 12%[46.1 µM] | -11% | -1% | 41%[activator][38.3 µM] | -1% | -0.1%
C=CCn1c(SCC(=O)c2ccc(Br)cc2)nnc1C(CC(C)C)NC(=O)c1cccs1 (stereo not drawn) | 10%[1.84 µM] | ? | 4% | 3% | 17%[38.3 µM] | 2% | 4.9%
Cc1ccccc1N=C1SC(CC(=O)Nc2ccc3ccccc3c2)C(=O)N1Cc1ccccn1 (stereo not drawn) | -11% | -44% | ? | -1% | 7% | -3% | 1.9%
COC(=O)c1sccc1Oc1ccc(F)cc1[N+](=O)[O-] | 8% | 15%[46.1 µM] | 23% | -1% | 20%[38.3 µM] | -4% | 0.7%

Profiles as entered above. Order of screens: HttQ103 aggreg | NPSR antagonist | Lamin A splicing | KinaseGlo FLuc | IMPase Li inh | CBFb RUNX1 block | Epigenetic reg
Profile of CN(C)/C=C/C(=O)c1cnc(-c2cccc(Cl)c2)s1 = -5% | -6% | / | 2% | -2% | 1% | 1.5%
Profile of O=P(O)(COc1ccccc1)COc1ccccc1 = -7% | -5%[46.1 µM] | 9% | 3% | -10%[38.3 µM] | 1% | -1.1%

The listing picks up, starting 4 compounds before the break.
compound | HttQ103 aggreg | NPSR antagonist | Lamin A splicing | KinaseGlo FLuc | IMPase Li inh | CBFb RUNX1 block | Epigenetic reg
CCCCOC(=O)CSc1n[nH]c(=O)[nH]c1=O | -9% | 12%[46.1 µM] | -11% | -1% | 41%[activator][38.3 µM] | -1% | -0.1%
C=CCn1c(SCC(=O)c2ccc(Br)cc2)nnc1C(CC(C)C)NC(=O)c1cccs1 (stereo not drawn) | 10%[1.84 µM] | ? | 4% | 3% | 17%[38.3 µM] | 2% | 4.9%
Cc1ccccc1N=C1SC(CC(=O)Nc2ccc3ccccc3c2)C(=O)N1Cc1ccccn1 (stereo not drawn) | -11% | -44% | ? | -1% | 7% | -3% | 1.9%
COC(=O)c1sccc1Oc1ccc(F)cc1[N+](=O)[O-] | 8% | 15%[46.1 µM] | 23% | -1% | 20%[38.3 µM] | -4% | 0.7%
CCSc1ccc(C(=O)Nc2ccc(Br)cn2)cc1[N+](=O)[O-] | -1% | 12% | / | -1% | -10% | 3% | -0.9%
COc1ccccc1N1CCN(C(=O)c2n[nH]c3ccccc23)CC1 | 9% | -3% | -11%[46 µM] | 2% | 13% | -10% | 3.4%
C=CCOc1c(Br)cc(CNc2ccc(NC(=O)CCC)cc2)cc1OCC | 10% | ? | 1% | -2% | 16%[38.3 µM] | -11% | 1.1%
CCOc1c2ccc(C(=O)NCc3cc(C(F)(F)F)cc(C(F)(F)F)c3)cc2nn1CCOC | -18% | -11%[46.1 µM] | 11% | -1% | -9%[38.3 µM] | 3% | -1.9%
COc1ccc2cc(C(=O)NCCO)sc(=O)c2c1OC | -1% | 3%[46.1 µM] | 2% | 0% | 8% | 7% | -1.2%
COc1ccc2c(c1)C=C(CN1CCN(C3CCCC3)C(CCO)C1)CO2 (stereo not drawn) | / | -10% | -3%[46 µM] | -2% | 29% | -1% | 1.1%
Cc1ccc(CN2CCN(CC(=O)N/N=C/c3c[nH]c4ccccc34)CC2)cc1 | ? | 3% | -11% | 5% | -6% | 2% | 1.0%
O=C(c1cc(-c2ccc(Cl)cc2)n(-c2cc(Cl)ccc2Cl)n1)N1CCOCC1 | 4% | -2%[46.1 µM] | 4%[0.0737 µM] | -1% | 28%[38.3 µM] | 2% | -0.9%
Cc1ccc(NC(=O)Nc2ccc([N+](=O)[O-])cc2)nc1 | 19% | 4% | / | 0% | -5% | 8% | 1.8%
Oc1c(C(c2cccs2)N2CCOCC2)sc2ncnn12 (stereo not drawn) | 9% | -3%[46.1 µM] | 7% | -2% | -3%[38.3 µM] | 2% | -0.2%
CCCC(C)NC(=O)c1ccc(F)cc1 (stereo not drawn) | -14% | 10%[46.1 µM] | -5% | -5% | 15%[38.3 µM] | 7% | 0.9%
O=S(=O)(c1ccc2c(c1)OCCO2)N1CCN(Cc2ccccc2)CC1 | -9% | -7%[46.1 µM] | -13% | -2% | 15%[38.3 µM] | 3% | 0.0%
O=S(=O)(Nc1ccccn1)c1ccc(C2CCCCC2)cc1 | -20% | -11%[46.1 µM] | ? | 1% | 38%[38.3 µM] | 5% | -2.1%
CC1Cn2c(nnc2-c2cccc(Cl)c2)S1 (stereo not drawn) | -15% | 6%[46.1 µM] | -1% | 1% | 3% | 1% | 0.0%
Cc1ccc(NC(=O)/C(CN(C)C)=N\O)cc1 | ? | 1%[46.1 µM] | 19% | -2% | -1%[38.3 µM] | 2% | -0.5%
O=C(NNS(=O)(=O)c1ccc(F)cc1)c1cnn(-c2ccccc2)c1C(F)(F)F | -2%[9.22 µM] | -8% | / | / | / | -2% | -1.6%
CCCSc1nsc(NC(=O)c2cccnc2OCC)n1 | -5% | -22% | -15%[46 µM] | -5% | 17% | ? | -1.3%
O=C(O)CCC(=O)c1ccc2c(c1)OCCO2 | 1% | 1%[46.1 µM] | 6% | -1% | -1%[38.3 µM] | 5% | 0.8%
CCN(CC)c1ncn(Cc2c(Cl)cccc2Cl)c2ncnc1-2 | 19% | -20%[46.1 µM] | 2% | -5% | 5%[38.3 µM] | 3% | 1.2%
CCS(=O)(=O)N1CCN(C(=O)c2cc(OC)cc(OC)c2)CC1 | -2% | -5%[46.1 µM] | 4% | -1% | 9%[38.3 µM] | 4% | -1.0%
Cc1ccc2occ(-c3nn[nH]n3)c(=O)c2c1 | 2% | -8% | -3% | 0% | -5% | -5% | 2.6%
CN1CCC(N(C)C(=O)COc2ccc(S(=O)(=O)N3CCOCC3)cc2)CC1 | -7% | 14% | / | / | 5% | 15% | 1.1%
CCCn1c(-c2ccc(F)cc2)nc2c(NCCN3CCSCC3)nc(C)nc21 | / | / | / | -1% | 18% | 11% | -1.7%
O=C(Nc1nnc(SCc2ccc(F)cc2)s1)c1ccc2c(c1)C(=O)N(c1ccccc1Cl)C2=O | 14% | -2% | / | -1% | 8% | 4% | -0.3%
COc1ccc(S(=O)(=O)N(C)c2ccc(C(=O)N3CCC(C(N)=O)CC3)cc2)cc1 | 6% | 7%[46.1 µM] | 13% | 5% | -5%[38.3 µM] | 3% | 1.9%
CSc1nc(N(C)C)nc(N2CC(=O)N(CCNS(=O)(=O)c3ccc(C)cc3)C2=N)n1 | ? | 33% | -8% | -1% | 4% | 4% | 0.0%
O=C(NCCN=C1NS(=O)(=O)c2ccccc21)c1ccncc1 | -8% | 7%[46.1 µM] | 9% | 2% | 39%[activator][38.3 µM] | 2% | 0.0%
